# HT1080-NT tox – kills 2HG-producing HT-1080-NT fibrosarcoma cells | Potency, µM (doses to about 46.1 µM), for the others: at the highest dose activity, negative = less viability, hits mostly cytotoxic | HT-1080-NT fibrosarcoma viability, CellTiter-Glo ATP luminescence, 48 h | 360,000 compounds, 1.6% hits | AID 686970;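 note: NT is the 2HG producing partner of a matched IDH1 knockdown line; potency is the fitted concentration of half-maximal effect; 0% = DMSO-treated cells and -100% = media-only wells without cells; nearly all actives have a fitted effect of over 55% in size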
#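 Viability by CellTiter-Glo luminescence after 48 h compound exposure at 37C of HT-1080-NT cells (750/well, RPMI, 5% FBS). % activity scaled between DMSO wells and medium-only wells, then curve-fitted and categorized by curve class.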
# KB-3-1 tox – kills parental KB-3-1 adenocarcinoma cells; KB-3-1 viability, CellTiter-Glo ATP luminescence, 72 h; AID 1347075; 400,000 compounds, 1.4% hits; Potency, µM (titrated, usually from 46.1 µM), for the others: at the highest dose activity change, negative = cytotoxic, usual class: cytotoxic; note: potency is the fitted concentration of half-maximal effect; % is set by controls: 0 for no effect and ±100 for the full control effect; nearly all actives have a fitted effect of over 60% in size
#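 72 h, 37 °C compound treatment of KB-3-1 parental cells; CellTiter-Glo added, 10 min, luminescence read. Data corrected against DMSO-only plates and normalized before curve fitting.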
# HT1080 IDH1KD tx – HT-1080 IDH1 knockdown cell toxicity (counter line); HT-1080 IDH1 knockdown viability, ATP luminescence, 48 h; Potency, µM (series often up to 46.1 µM), without a hit: at the highest dose activity, negative = toxicity, most hits filed as cytotoxic; 360,000 compounds, 2% hits;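 note: potency is the fitted concentration of half-maximal effect; 0% = DMSO wells and -100% = cell-free medium wells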
#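 Using the IDH1-knockdown HT-1080 line run in the same batch and compound series as the NT line, viability after 48 h at 37 °C was determined by CellTiter-Glo luminescence and expressed as % activity.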
# KB-V1 MDR tox – kills drug-selected multidrug resistant KB-V1 cells. KB-V1 MDR cells viability, CellTiter-Glo, 72 h. Potency, µM (series often up to 46.1 µM), inactives show at the top dose activity change, negative = cytotoxicity, most hits filed as cytotoxic. 400,000 compounds, 3.4% hits. AID 1347076; note: potency is the fitted concentration of half-maximal effect; % is set by controls: 0 for no effect and ±100 for the full control effect; nearly all actives have a fitted effect of over 60% in size
#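 Cytotoxicity via CellTiter-Glo luminescence after 72 h compound exposure at 37 degrees C. Cells: drug-selected KB-V1 line, DMEM phenol-red free plus 10% FBS. Compounds tested at multiple concentrations; normalized data fitted to concentration-effect curves.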
# MCF10A rereplic – induces DNA re-replication in MCF 10a normal breast cells; MCF 10A DNA re-replication, Hoechst nuclear intensity, 48 h; Potency, µM (highest dose often 46.1 µM), inactives show at the top dose activity, positive = re-replication, hits mostly activators; 350,000 compounds, 2.9% hits; AID 624296; note: potency is the fitted concentration of half-maximal effect; % of control where 0% means no effect; nearly all actives have a fitted effect of over 50% in size
# IL-1B inflam inh – inhibitors of inflammasome signaling (IL-1 beta secretion). THP-1 LPS/ATP IL-1B secretion, AlphaLISA, 16 h; active compounds read low. activity change, % at 57.5 µM. 360,000 compounds, 4.7% hits; in the data active = activity change below about -50%; inconclusive = mostly about -30% to -49%; note: % is set by controls: 0 for no effect and ±100 for the full control effect
#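 Secreted IL-1B measured by AlphaLISA bead assay after 16 h compound exposure of THP-1 cells; compounds (final up to 57.5 uM) added 1 h before LPS (250 ng/mL) and ATP (1.25 mM) stimulation; lower signal means less secretion.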
# ATXN2 expr inh – inhibitors of ATXN2 expression | 360,000 compounds, 0.72% hits | Potency, µM (titrated, usually from 57 µM), for inactives: top-dose activity change, negative = inhibition, actives largely listed as inhibitors | HEK-293 ATXN2-luciferase reporter, luminescence, 24 h; note: potency is the fitted concentration of half-maximal effect; % is set by controls: 0 for no effect and ±100 for the full control effect; nearly all actives have a fitted effect of over 55% in size
#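 ATXN2-luciferase reporter cells (luciferase flanked by upstream and downstream ATXN2 gene portions) were treated 24 h at 37 °C with compounds at up to 57 uM. SteadyGlo luminescence gave expression; GF-AFC fluorescence gave viability.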
# SW480 rereplic – inducers of DNA re-replication in SW480 colon cancer cells. 340,000 compounds, 1.8% hits. SW480 DNA re-replication, Hoechst DNA content imaging, 48 h. AID 624297. Potency, µM (series often up to 46.1 µM), for inactives: top-dose re-replication activation, hits mostly activators; note: potency is the fitted concentration of half-maximal effect; % of control where 0% means no effect; nearly all actives have a fitted effect of over 55% in size
#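 Quantitative HTS format with DMSO vehicle controls; 48 hr drug incubation at 37 C, then 40 min Hoechst staining and scanning imager measurement at 405 nm excitation.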
# WRN inhibitor – WRN helicase (human) inhibition. Q14191. WRN helicase unwinding, fluorescent forked duplex, kinetic. Potency, µM (highest dose often 114 µM), for the others: at the highest dose activity change, negative = inhibition, actives largely listed as inhibitors. 360,000 compounds, 0.46% hits. AID 651768; note: potency is the fitted concentration of half-maximal effect; % is set by controls: 0 for no effect and ±100 for the full control effect; nearly all actives have a fitted effect of over 55% in size
# Target sequence (Q14191 whole entry, looked up): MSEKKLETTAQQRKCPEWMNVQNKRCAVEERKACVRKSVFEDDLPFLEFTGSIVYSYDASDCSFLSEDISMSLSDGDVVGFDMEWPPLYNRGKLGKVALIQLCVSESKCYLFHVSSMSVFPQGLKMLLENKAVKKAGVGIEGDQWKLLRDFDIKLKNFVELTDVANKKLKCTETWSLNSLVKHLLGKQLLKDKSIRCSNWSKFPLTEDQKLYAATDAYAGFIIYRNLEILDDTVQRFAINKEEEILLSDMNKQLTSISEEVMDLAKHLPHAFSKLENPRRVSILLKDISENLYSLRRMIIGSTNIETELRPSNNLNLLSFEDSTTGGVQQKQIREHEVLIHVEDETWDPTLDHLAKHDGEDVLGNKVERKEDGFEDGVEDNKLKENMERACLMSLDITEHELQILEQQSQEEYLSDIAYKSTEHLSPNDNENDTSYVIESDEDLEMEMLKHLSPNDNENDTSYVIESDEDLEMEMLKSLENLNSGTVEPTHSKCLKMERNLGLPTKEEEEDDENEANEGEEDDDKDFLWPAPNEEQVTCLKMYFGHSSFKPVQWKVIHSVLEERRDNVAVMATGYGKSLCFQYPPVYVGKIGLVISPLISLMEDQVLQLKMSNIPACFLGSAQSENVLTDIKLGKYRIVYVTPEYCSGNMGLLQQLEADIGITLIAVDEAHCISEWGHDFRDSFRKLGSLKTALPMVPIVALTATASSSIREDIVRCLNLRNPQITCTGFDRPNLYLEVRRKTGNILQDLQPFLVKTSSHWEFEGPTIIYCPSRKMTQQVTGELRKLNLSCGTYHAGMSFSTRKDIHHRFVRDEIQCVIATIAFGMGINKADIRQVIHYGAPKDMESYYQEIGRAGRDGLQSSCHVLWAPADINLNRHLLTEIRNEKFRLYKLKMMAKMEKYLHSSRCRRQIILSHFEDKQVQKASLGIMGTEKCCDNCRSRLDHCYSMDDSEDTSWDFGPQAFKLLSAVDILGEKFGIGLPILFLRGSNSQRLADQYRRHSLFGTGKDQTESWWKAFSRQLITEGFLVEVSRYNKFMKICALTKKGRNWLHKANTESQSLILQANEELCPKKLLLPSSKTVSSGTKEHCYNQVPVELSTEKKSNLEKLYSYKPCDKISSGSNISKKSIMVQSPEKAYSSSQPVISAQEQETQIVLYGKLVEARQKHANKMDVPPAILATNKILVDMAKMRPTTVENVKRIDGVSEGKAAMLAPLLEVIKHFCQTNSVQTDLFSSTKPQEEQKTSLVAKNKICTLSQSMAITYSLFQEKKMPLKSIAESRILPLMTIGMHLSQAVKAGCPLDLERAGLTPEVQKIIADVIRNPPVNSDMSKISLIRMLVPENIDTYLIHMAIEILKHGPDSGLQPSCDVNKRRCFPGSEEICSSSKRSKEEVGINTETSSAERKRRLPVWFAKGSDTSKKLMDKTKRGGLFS
#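 Kinetic red-fluorescence monitoring (525/598 nm) tracks WRN helicase activity after 100 nM fluorophore-quencher forked duplex and 2 mM ATP are added to 20 nM enzyme pretreated 15 min at room temperature with compound.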
# * hit, by the source's call; ? = inconclusive; / = no result given; [ ] = another dose, or the depositor's remark. Unless noted, calls come from the whole dose curve; as a rule, active = well fitted curve in the direction sought with a large enough effect; inconclusive = small, poorly fitted or top-dose-only effect, or another doubt; inactive = no such curve, though single readings can be large; an effect the other way counts as inactive or inconclusive.
1) CCN1C(=O)c2cccc3c(NC(=O)C(C)(C)C)ccc1c23
2) OCCNC(=S)Nc1ccc(Oc2ccccc2)cc1
3) O=C(c1ccc2c(c1)OCCO2)C1CCN(C(=O)Nc2ccccc2F)CC1
4) O=C(Cc1c[nH]c2ccccc12)Nc1nnc(C2CC2)s1
5) O=C(OCC(=O)N1CCCC1=O)c1cccc([N+](=O)[O-])c1
6) CC(C)(C)OC(=O)N1CCCC(C(=O)Nc2ccc(C(=O)N3CCCC3)cc2)C1 (stereo not drawn)
assay / compound,1,2,3,4,5,6
HT1080-NT tox,10%,3%,-9%,-7%,-2%,10%
KB-3-1 tox,9%,17%,-8%,0%,-2%,-1%
HT1080 IDH1KD tx,9%,2%,-7%,?,-5%,11%
KB-V1 MDR tox,7%,?,?,0%,-15%,0%
MCF10A rereplic,-2%,-9%,0%,27%,-1%,-3%
IL-1B inflam inh,-1,11,0,14,-29,12
ATXN2 expr inh,25%,-10%,-13%,93%[activator],1%,-5%
SW480 rereplic,-3%,1%,-4%,23%,-4%,2%
WRN inhibitor,-22%,-5%,-6%,6%,8%,6%

7) COc1ccc(NC(=O)CCOc2ccccc2)cc1
8) O=C(O)CCCCCCCCCCCc1ccccc1
9) c1ccc(N2CCN(Cc3nnnn3C3CCCCC3)CC2)cc1
10) CC1CN(S(=O)(=O)c2cccc(C(=O)NCC(c3cccs3)N3CCOCC3)c2)CC(C)O1 (stereo not drawn)
11) OCC[C@H]1C[C@H](O)[C@@H](O)[C@@]2(CCc3ccccc3O2)O1
12) O=C(Nn1c(SCc2ccccc2F)nc2ccsc2c1=O)c1ccccc1
assay / compound,7,8,9,10,11,12
HT1080-NT tox,19%,3%,1%,1%,10%,-11%
KB-3-1 tox,20%,0%,-2%,0%,0%,0%
HT1080 IDH1KD tx,12%,7%,2%,5%,11%,-2%
KB-V1 MDR tox,-20%,4%,?,-25%,?,-15%
MCF10A rereplic,1%,19%,11%,-6%,-2%,?
IL-1B inflam inh,-17,-4,0,39,15,?
ATXN2 expr inh,66%[activator],9%,-5%,4%,6%,4%
SW480 rereplic,-2%,-6%,-6%,?,0%,2%
WRN inhibitor,-5%,-13%,-11%,0%,14%,-32%

13) CCOc1ccc(NC(=O)CN(C)S(=O)(=O)c2cccc3cccnc23)cc1
14) C=CCN1C(=O)/C(=C/c2ccc(OCC(=O)O)cc2)S/C1=N/c1nccs1
15) O=S(=O)(NCC1CCN(c2ccc(S(=O)(=O)N3CCOCC3)cc2)CC1)c1ccccc1
16) CCc1cc(C(=O)NNC(=S)NCc2ccccc2)cs1
17) Cc1ccc(NS(=O)(=O)c2ccc(OCC(=O)NCc3cccnc3)cc2)cc1
18) NCC(O)CN1CCN(Cc2ccccc2)CC1 (stereo not drawn)
assay / compound,13,14,15,16,17,18
HT1080-NT tox,12%,-4%,-20%,-11%,-7%,3%
KB-3-1 tox,6%,-5%,?,-27%,?,-6%
HT1080 IDH1KD tx,0%,-2%,0%,19%,3%,-2%
KB-V1 MDR tox,-6%,-4%,?,5%,-16%,-2%
MCF10A rereplic,-2%,?,14%,2%,2%,9%
IL-1B inflam inh,14,9,-13,1,13,-4
ATXN2 expr inh,13%,2%,-8%,9%,-17%,?
SW480 rereplic,3%,1%,1%,-9%,?,0%
WRN inhibitor,3%,-8%,1%,-9%,-6%,-11%

19) CCNc1nc(NC(C)C)nc(Oc2ccc(/C=N/O)cc2)n1
20) CC(C)(C)C(=O)Nc1ccc(C(=O)CN2C(=O)NC3(CCOc4ccccc43)C2=O)cc1 (stereo not drawn)
21) Cn1c(SCC(=O)NC2CCCCC2)nnc1-c1cccnc1
22) N#CC1CCCc2c1[nH]c1ccc([N+](=O)[O-])cc21 (stereo not drawn)
23) CC(CN1CCCCC1)NC(=O)c1cc(-c2ccccn2)nc2ccc(Cl)cc12 (stereo not drawn)
24) Cc1ccc2cc(CN(Cc3ccc4c(c3)OCO4)Cc3nnnn3Cc3ccco3)c(=O)[nH]c2c1C
assay / compound,19,20,21,22,23,24
HT1080-NT tox,-22%,1%,11%,-25%,-23%,-19%
KB-3-1 tox,15%,1%,-1%,?,20%,-12%
HT1080 IDH1KD tx,0%,-3%,14%,?,-18%,-6%
KB-V1 MDR tox,-20%,8%,?,-1%,?,-14%
MCF10A rereplic,19%,1%,5%,6%,-1%,20%
IL-1B inflam inh,13,0,4,?,-28,0
ATXN2 expr inh,4%,/,-20%,-7%,-13%,-12%
SW480 rereplic,11%,2%,-8%,0%,-4%,-1%[9.22 µM]
WRN inhibitor,-6%,-2%,4%,-6%,5%,-2%

25) FC(F)Oc1ccc(NC(=S)NCc2ccccc2)cc1Cl
26) CCc1nnc(NC(=O)CSc2ncc(-c3ccccc3)n2CC)s1
27) CC1(C(=O)NS(=O)(=O)c2ccc(F)cc2F)CCN1C(=O)CC1CCCCC1 (stereo not drawn)
28) CCOc1ccc(C(=O)CCC(=O)NNC(=O)CCN2CCN(c3ccccc3)CC2)cc1
29) O=S1(=O)N=C(c2ccccc2)C=C(c2ccccc2)N1
30) c1ccc(N2CC[N+]3(CCCC3)CC2)nc1
assay / compound,25,26,27,28,29,30
HT1080-NT tox,?,-1%,1%,3%,3%,2%
KB-3-1 tox,?,4%,-1%,?,0%,1%
HT1080 IDH1KD tx,?,-1%,22%,1%,9%,-9%
KB-V1 MDR tox,?,-21%,-8%,?,0%,-3%
MCF10A rereplic,15%,?,/,-1%,-3%,-5%
IL-1B inflam inh,-89*,-5,9,5,17,12
ATXN2 expr inh,?,-1%,15%,-6%,2%,-7%
SW480 rereplic,?,-11%,/,-9%,1%,-3%
WRN inhibitor,1%,-2%,-7%,-5%,-1%,-3%

31) CCCCN1/C(=C/c2cccc[n+]2C)Sc2cc(NC(C)=O)ccc21
32) CCOP(=O)(OCC)C(Nc1cc(Cl)cc(Cl)c1)c1cccc(O)c1 (stereo not drawn)
33) Cn1c(CC(=O)Nc2ccccc2F)nnc1SCC(=O)Nc1nccs1
34) COc1ccc(Br)cc1/C=C/C(=O)Nc1ccc(C)cc1
35) C=CCn1c(Cc2cccs2)nnc1SCC(=O)c1ccc(F)cc1
36) COc1ccc(Cl)cc1NC(=O)CSc1nc(N2CCCCC2)nc(N2CCCCC2)n1
assay / compound,31,32,33,34,35,36
HT1080-NT tox,15%,-3%,0%,-28%,-3%,6%
KB-3-1 tox,-14%,-5%,0%,-13%,3%,0%
HT1080 IDH1KD tx,-1%,-12%,10%,?,2%,9%
KB-V1 MDR tox,16%,0%,29%,-4%,-13%,0%
MCF10A rereplic,-3%,9%,11%,1%,?,2%
IL-1B inflam inh,8,?,11,-67*,-15,14
ATXN2 expr inh,/,-38%,2%,1%,14%,0%
SW480 rereplic,-22%,-10%,-7%,-7%,?,-8%
WRN inhibitor,0%,0%,4%,0%,10%,-13%

37) O=C(Nc1cc(Cl)ccc1N1CCCC1)C1=COCCO1
38) CN(C)c1ccc(N/C=C/C(=O)C(C)(C)C)cc1
39) OCC(Cc1ccccc1)Nc1c2ccccc2nc2ccccc12 (stereo not drawn)
40) CCOc1ccc(N2C(=O)C3C(c4ccccc4)=NN(c4ccccc4)C3C2=O)cc1 (stereo not drawn)
41) Cc1ccc(-n2nnc3c(=O)n(CC(N)=O)cnc32)cc1
42) O=C(O)c1ccc(NC(=O)c2ccccc2NC(=O)c2ccccc2Cl)cc1
assay / compound,37,38,39,40,41,42
HT1080-NT tox,0%,-21%,-29%,3%,-7%,6%
KB-3-1 tox,-10%,-1%,-28%,-12%,10%,17%
HT1080 IDH1KD tx,-2%,?,?,-19%,8%,5%
KB-V1 MDR tox,3%,6%,?,-3%,0%,2%
MCF10A rereplic,4%,?,?,24%,?,6%
IL-1B inflam inh,-8,-98*,-52*,9,27,-2
ATXN2 expr inh,/,56%[activator],-23%,-2%,9%,21%
SW480 rereplic,-7%,?,?,-690%[inhibitor],-4%,-4%
WRN inhibitor,1%,-4%,-10%,-26%,5%,-1%

43) COC(=O)[C@@]1(Cc2ccc(F)cc2)[C@H]2c3cc(C(=O)N4CCCC4)n(Cc4cc(F)cc5c4OCOC5)c3C[C@H]2CN1C(=O)c1ccccc1
44) CCc1c(O)nc(SCc2nc3ccccc3c(=O)[nH]2)[nH]c1=O
45) CCc1nc2c(OCC3CCCCC3)cccn2c1N(C)C(=O)c1ccc(OC)cc1
46) CCCCCC(=O)Nc1ccc2ccccc2c1
47) COc1ccc(C2Nc3ccccc3C(=O)N2c2ccc(C)cc2)cc1Cn1nc(C)c([N+](=O)[O-])c1C (stereo not drawn)
48) CSc1nc(C)c(C(=O)Nc2ccccc2)c(C)c1C#N
assay / compound,43,44,45,46,47,48
HT1080-NT tox,?,-1%,?,-4%,1%,8%
KB-3-1 tox,?,14%,0%,-3%,-20%,-1%
HT1080 IDH1KD tx,?,0%,?,-2%,-6%,4%
KB-V1 MDR tox,?,?,0%,9%,-24%,0%
MCF10A rereplic,/,2%,/,?,-4%,3%
IL-1B inflam inh,-28,9,/,4,-20,6
ATXN2 expr inh,-25%,-25%,-11%,13%,55%[activator],-10%
SW480 rereplic,/,-1%,/,-1%,?,-9%
WRN inhibitor,-2%,0%[57.1 µM],-7%,-18%,-8%,-6%

# In the list so far, 2 have a cyano group:
22) N#CC1CCCc2c1[nH]c1ccc([N+](=O)[O-])cc21 (stereo not drawn)
48) CSc1nc(C)c(C(=O)Nc2ccccc2)c(C)c1C#N
assay / compound,22,48
HT1080-NT tox,-25%,8%
KB-3-1 tox,?,-1%
HT1080 IDH1KD tx,?,4%
KB-V1 MDR tox,-1%,0%
MCF10A rereplic,6%,3%
IL-1B inflam inh,?,6
ATXN2 expr inh,-7%,-10%
SW480 rereplic,0%,-9%
WRN inhibitor,-6%,-6%
